Screening results from PubChem.
GCN5L2 inh = qHTS Assay for Inhibitors of GCN5L2. GCN5L2 HAT assay, ThioGlo1 CoA-SH fluorescence. Potency, µM (top dose mostly 58.9 µM), for the others: at the top dose activity change, negative = inhibition, actives largely listed as inhibitors. hit rate 0.21% among 390,000. AID 504327, 2011
Target sequence (Q92830 whole entry, looked up): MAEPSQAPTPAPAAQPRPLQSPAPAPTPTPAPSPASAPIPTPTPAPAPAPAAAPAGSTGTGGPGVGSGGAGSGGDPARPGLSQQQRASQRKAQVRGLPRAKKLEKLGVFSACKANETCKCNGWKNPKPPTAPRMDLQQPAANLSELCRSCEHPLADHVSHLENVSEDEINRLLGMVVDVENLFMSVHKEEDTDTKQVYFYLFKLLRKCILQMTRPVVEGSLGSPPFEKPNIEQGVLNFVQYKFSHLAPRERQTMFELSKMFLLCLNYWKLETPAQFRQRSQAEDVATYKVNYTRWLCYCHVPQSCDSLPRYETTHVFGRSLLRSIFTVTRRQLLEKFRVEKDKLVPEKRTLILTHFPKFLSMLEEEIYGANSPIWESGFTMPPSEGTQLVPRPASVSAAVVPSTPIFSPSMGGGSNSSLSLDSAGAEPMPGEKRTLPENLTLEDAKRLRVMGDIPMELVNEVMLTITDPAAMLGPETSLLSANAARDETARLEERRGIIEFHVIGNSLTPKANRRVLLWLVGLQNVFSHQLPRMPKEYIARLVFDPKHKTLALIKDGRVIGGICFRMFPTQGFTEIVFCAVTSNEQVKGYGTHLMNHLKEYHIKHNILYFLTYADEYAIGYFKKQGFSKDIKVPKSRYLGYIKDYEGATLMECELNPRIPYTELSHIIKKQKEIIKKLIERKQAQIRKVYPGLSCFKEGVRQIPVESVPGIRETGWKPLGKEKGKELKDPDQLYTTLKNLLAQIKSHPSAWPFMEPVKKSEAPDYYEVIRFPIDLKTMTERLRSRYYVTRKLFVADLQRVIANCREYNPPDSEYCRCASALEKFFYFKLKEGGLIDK
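GCN5L2 (20nM final) in 50mM HEPES, 0.1mM EDTA pH 7.5, 0.01% Tween-20 was preincubated 15 min at room temperature with compound, then given ThioGlo1 (50uM), H3(1-25) peptide (75uM) and acetyl-CoA (70uM); CoA-thiol fluorescence (Ex340/Em540) was read at 0 and 20 min.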
DT40 TDP1 CPT = qHTS for Inhibitors of human tyrosyl-DNA phosphodiesterase 1 (TDP1): qHTS in cells in presence of CPT; chicken DT40 Tdp1-/-;hTDP1 cells + 20 nM CPT, ATP luminescence, 48 h; Potency, µM (doses to about 46.2 µM), for the others: top-dose activity change, negative = growth inhibition, usual class: inhibitors; hit rate 12% among 420,000; AID 686979, 2013; note: nearly all actives have a fitted effect of over 55% in size
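Chicken DT40 Tdp1-/- cells stably complemented with human TDP1 were seeded at 400 cells/well in medium containing 20 nM camptothecin, exposed to pin-transferred compounds, and grown at 37 °C for at least 48 hr. Viability was read as ATP luminescence.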
TDP1 cell noCPT = qHTS for Inhibitors of human tyrosyl-DNA phosphodiesterase 1 (TDP1): qHTS in cells in absence of CPT. DT40 Tdp1-/- hTDP1 cells, no CPT, ATP luminescence, 48 h. Potency, µM (titrated, usually from 46.2 µM), inactives show at the top dose activity change, negative = growth inhibition, hits mostly inhibitors. hit rate 15% among 420,000. AID 686978, 2013; note: nearly all actives have a fitted effect of over 55% in size
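Chicken DT40 Tdp1-/- cells complemented with human TDP1, screened without camptothecin (DMSO vehicle only), 400 cells/well. Compounds pin-transferred, cells incubated at 37 °C for at least 48 hr. Growth read as ATP-dependent luminescence (CellTiter-Glo, 30 min at RT).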
* = called active by the depositor; ? = inconclusive; . = no result given; & = joins results of further samples. Calls come from the whole dose curve; as a rule, active = well fitted curve in the direction sought with a large enough effect; inconclusive = small, poorly fitted or top-dose-only effect, or another doubt; inactive = no such curve, though single readings can be large; an effect the other way counts as inactive or inconclusive. % is set by controls: 0 for no effect and ±100 for the full control effect; potency is the fitted concentration of half-maximal effect.

SMILES | GCN5L2 inh | DT40 TDP1 CPT | TDP1 cell noCPT
FC(F)(F)c1cc(-c2ccccc2)nc2cc(-c3ccccc3)nn12 | -0.1% | -20.2% | -23.0%
Cc1nnc(NC(=O)CSc2nnc(-c3ccccc3)n2C)s1 | -2.1% | -5.9% | -6.6%
Cc1cc(Nc2ccccc2Br)n2nc(C)nc2n1 | -1.5% | -2.2% | -20.9%
O=[N+]([O-])c1cc([N+](=O)[O-])c(N2CCOCC2)cc1NCc1ccccc1 | -4.8% | 8.2µM* | 18.4µM*
Cc1csc(SCc2c(C(=O)O)oc3ccccc23)n1 | 0.2% | 7.7% | -11.6%
CCOCCCNC(=O)CCc1ccc(-n2cnc3cccnc32)cc1 | 1.5% | 5.2% | -7.8%
CCC(C(=O)Nc1ccc(C(C)C)cc1)n1nc(C)n2c(cc3cc(C)ccc32)c1=O (stereo not given) | -10.3% | 23.1µM* | ?
O=C(NCCc1cccs1)C12CN(Cc3ccccc3)CC1C(c1cccc([N+](=O)[O-])c1)=NO2 (stereo not given) | -25.1% | -29.9% | ?
Cc1ccc(C(=O)N/C(=C/c2ccccc2)C(=O)NCc2ccncc2)cc1 | -1.7% | -4.1% | -3.7%
COc1cc(-c2noc(C3CCCN(S(=O)(=O)c4cccc(Cl)c4)C3)n2)cc(OC)c1OC (stereo not given) | 0.5% | 12.6µM* | ?
COc1ccc(NC(=O)N[C@H]2CC[C@@H](CC(=O)NC3CCC3)O[C@@H]2CO)cc1 | . | 6.8% | 2.7%
COc1cc(OC)c(OC)cc1CNCCCSc1nnnn1C | -6.1% | -2.0% | -8.9%
N#CCCN(C(=O)COC(=O)Cc1c[nH]c2ccccc12)c1ccccc1 | 0.5% | 2.0% | -13.2%
CCOC(=O)[C@@H]1[C@H]2COc3cc(OC)ccc3[C@H]2N2C(=O)N(c3ccc(OC)cc3)C(=O)[C@]12C | -6.7% | ? | ?
O=C(CCCOc1ccc(Br)cc1)Nc1ccc(S(=O)(=O)N2CCOCC2)cc1 | -12.1% | ? | 16.4µM*
CN(C)CCn1c2c(c(SCC(=O)Nc3cccc(C(F)(F)F)c3)nc1=O)CCCC2 | -1.7% | ? | ?
O=C(c1nc(-c2ccc(Cl)cc2)n2c1CCCCC2)N1CCN(c2ccccc2)CC1 | -14.4% | ? | 20.6µM*
O=C(/C=C/c1ccco1)N1CCN(S(=O)(=O)c2cccc([N+](=O)[O-])c2)CC1 | -8.3% | ? | 0.9%
Cc1ccnc(NC(=O)CCC(=O)N(CC(=O)NCCc2ccccc2)Cc2cccs2)c1 | -2.6% | -18.0% | -11.8%
Nc1nc2c(ncn2[C@@H]2O[C@H](CNCc3cnc(N4CCOCC4)nc3)[C@@H](O)[C@H]2O)c(=O)[nH]1 | . | 1.2% | 28.3%
CCc1ccccc1NC(=O)Cn1c(=O)oc2ccccc21 | -3.5% | 2.31µM* | 0.461µM*
Cc1cc(C(=O)O/N=C(\N)c2ccncc2)ccc1[N+](=O)[O-] | 1.2% | -21.5% | ?
COc1ccccc1NC(=O)Cc1nnc(SCC(=O)Nc2ccccc2F)n1C | -1.5% | 16.4µM* | ?
O=C(O)Cc1cc2c(s1)CCCCC2 | -1.8% | 5.5% | -11.4%
O=C(CN1CCN(c2ccccn2)CC1)Nc1nc2ccccc2s1 | -5.0% | ? | ?
O=C(COc1ccc(Cl)cc1Cl)N(C1CCCCC1)C1CCS(=O)(=O)C1 (stereo not given) | 1.1% | -4.7% | -3.3%
Cc1cn([C@H]2C[C@H](O)[C@@H](CNCc3cccn3-c3ccncc3)O2)c(=O)[nH]c1=O | . | -11.6% | -14.8%
N#Cc1c(NC(=O)CSc2ncn[nH]2)sc2c1CCCC2 | 0.4% | ? | ?
Cc1oc(-c2ccc(C(=O)NCCCOC(C)C)cc2)nc1CS(=O)(=O)c1ccccc1 | 2.0% | ? | ?
CCOc1ccc(NC(=S)N(CCc2c(C)[nH]c3ccc(C)cc23)Cc2ccco2)cc1 | -4.9% | ? | ?
CN(CC1CCCN(CCc2cccc(C(F)(F)F)c2)C1)C(=O)c1ccco1 (stereo not given) | -23.0% | -25.1% | -25.0%
CCC1(CC)SC(N)=NC1=O | . | -5.4% | -7.4%
Cn1c(NCc2ccccc2F)nc2cc(-c3cccc(C(F)(F)F)c3)sc2c1=O | . | 13µM* | 14.6µM*
CCC(=O)Nc1cccc(C2=NOC3(C2)C[C@@H](C(N)=O)N(C(=O)C2(C)CC2)C3)c1 (stereo not given in full) | 4.3% | -1.5% | 7.5%
CCOC(=O)c1c(C)oc2nc(C)nc(NCc3ccc(C)cc3)c12 | 3.5% | -98.6% | ?
Cc1[nH]c(=O)c(Cc2ccccc2)c(O)c1C#N | . | -2.1% | 5.7%
Cc1cccc(N/N=C/c2ccc(C)s2)c1 | -3.5% | 29.1µM* | ?
O=C(Nc1cccc(C(F)(F)F)c1)c1c(O)c2ccccc2[nH]c1=O | -3.2% | 9.3% | -2.3%
Cc1ccc2nc3n(c(=O)c2c1)-c1ncccc1C(=O)NC3Cc1ccc(O)cc1 (stereo not given) | . | -2.2% | -27.7%
CCOc1ccc(NC(=O)C2CCC(C)(C(=O)O)C2(C)C)cc1 (stereo not given) | -1.4% | 8.4% | 0.4%
Cn1c(=O)c(-c2cccs2)nc2cnc(Oc3ccccc3)nc21 | ? | -1.0% | -1.1%
COc1ccccc1NS(=O)(=O)c1cc(C(=O)NCC(c2ccc(F)cc2)N2CCOCC2)ccc1C (stereo not given) | -1.0% | ? | ?
COc1ccc2[nH]c(=O)c(CN(C)C(=O)COc3ccccc3)cc2c1 | -5.8% | ? | ?
Clc1ccc(-c2nc3cnccn3c2NC2CCCC2)cc1 | -2.7% | ? | 25.9µM*
O=C(O)C1CSC2(c3ccc(F)cc3)CCC(=O)N12 (stereo not given) | -4.4% | ? | -3.0%

The final 2 records of the part above come first, to join the parts.
SMILES | GCN5L2 inh | DT40 TDP1 CPT | TDP1 cell noCPT
Clc1ccc(-c2nc3cnccn3c2NC2CCCC2)cc1 | -2.7% | ? | 25.9µM*
O=C(O)C1CSC2(c3ccc(F)cc3)CCC(=O)N12 (stereo not given) | -4.4% | ? | -3.0%
Cc1onc(-c2c(Cl)cccc2Cl)c1C(=O)NCc1ccc(S(N)(=O)=O)cc1 | -4.8% | 0.8% | 20.1%
O=C(NC(=S)N1CCN(c2nc(-c3ccccc3)cs2)CC1)c1cncc(Br)c1 | 21.1% | 10.3µM* | ?
CCOC(=O)c1c(NC(=O)CSc2nnnn2CC)sc(C)c1C | -8.9% | ? | ?
Cc1ccc2c(c1)N(CCC(=O)NCc1ccc3c(c1)OCO3)C(=O)CO2 | -12.5% | 1.0% | -8.2%
Cc1ccc(NC(=O)c2ccc(OCC3CCCO3)cc2)nc1 (stereo not given) | -2.1% | -22.8% | ?
CCOC(=O)/C(=N\Nc1ccc(Br)cc1)N1CCN(c2ccccc2OC)CC1 | -15.8% | -7.2% | -23.1%
COc1cc(NS(=O)(=O)c2ccc3oc(=O)c4ncn(C)c4c3c2)cc(OC)c1 | 0.2% | -0.7% | -8.9%
COCCn1c(=O)c(C)nc2cnc(Oc3ccc(OC)cc3)nc21 | -2.2% | -29.4% | -22.0%
Cc1ccc(NC(=O)CSc2nnnn2C)cc1S(=O)(=O)N(C)C | -6.8% | -19.5% | -3.6%
CC1CN(c2c3c(nc4ncnn24)CCCC3)CC(C)O1 (stereo not given) | -23.6% | -4.9% | -10.5%
C(=N\Nc1nc2ccccc2[nH]1)/c1ccccc1 | -7.3% | ? | ?
COc1ccc(S(=O)(=O)Nc2ccc3c(c2)n(C)c(=O)n3C)cc1 | -12.2% | 1.3% | -8.6%
CSc1nc2ccccc2n1Cc1cccc([N+](=O)[O-])c1 | -0.3% | -11.6% | ?
CCC(c1nnc(SCC(=O)Nc2cc(Cl)ccc2C#N)n1C1CCCCC1)N(C)C (stereo not given) | -2.6% | -20.9% | -22.3%
COC(=O)c1sccc1NC(=O)COc1ccccc1Cl | -1.6% | 0.2% | 1.2%

Entries listed so far with two or more sulfur atoms, in the order listed:
SMILES | GCN5L2 inh | DT40 TDP1 CPT | TDP1 cell noCPT
Cc1nnc(NC(=O)CSc2nnc(-c3ccccc3)n2C)s1 | -2.1% | -5.9% | -6.6%
Cc1csc(SCc2c(C(=O)O)oc3ccccc23)n1 | 0.2% | 7.7% | -11.6%
N#Cc1c(NC(=O)CSc2ncn[nH]2)sc2c1CCCC2 | 0.4% | ? | ?
O=C(NC(=S)N1CCN(c2nc(-c3ccccc3)cs2)CC1)c1cncc(Br)c1 | 21.1% | 10.3µM* | ?
CCOC(=O)c1c(NC(=O)CSc2nnnn2CC)sc(C)c1C | -8.9% | ? | ?
Cc1ccc(NC(=O)CSc2nnnn2C)cc1S(=O)(=O)N(C)C | -6.8% | -19.5% | -3.6%

(list continues)
SMILES | GCN5L2 inh | DT40 TDP1 CPT | TDP1 cell noCPT
C[C@@H](Nc1nc(-c2ccccc2)nc2c1oc1ccccc12)C(=O)O | 2.5% | -13.1% | ?
CCCc1cc(-c2[nH]ncc2-c2ccc(C(=O)OCC)o2)c(O)cc1O | -8.2% | ? | ?
COc1cc(OC)c(OC)cc1/C=C/c1cc(C(=O)O)c2ccccc2n1 | -7.9% | 8.9% | -1.5%
COc1cc(F)ccc1-c1cc(C(=O)NCC2CCCCC2)[nH]n1 | . | -24.6% | -23.8%
O=C(c1ccco1)N1CCc2[nH]nc(-c3ccccc3)c2C1 | 2.7% | 16.1% | -10.3%
Cc1noc(C)c1C(=O)NCCC1=CCCCC1 | -3.9% | -15.7% | -16.5%
O=C(NCN1C(=O)C2C3C=CC(C3)C2C1=O)Nc1ccccc1O (stereo not given) | -13.8% | 12.0% | -3.0%
Nc1nc2n(n1)C(c1ccco1)CC(c1ccccc1)N2 (stereo not given) | -5.7% | 2.3% | ?
COc1ccc(-c2nonc2NC(=O)c2ccco2)cc1OC | 1.1% | 0.3% | -12.3%
CCOc1ccc2[nH]c(C)c(CN3CCN(CC)CC3)c(=O)c2c1 | -16.4% | -20.3% | -11.2%
COc1ccccc1N1C(=O)c2ccc(C(=O)Nc3ccccc3O)cc2C1=O | -2.2% | 1.5% | 1.6%
COc1ccc(NS(=O)(=O)c2ccc3[nH]c(=O)ccc3c2)cc1OC | -23.4% | -19.9% | -29.7%
CCOCCCNc1ncc2c(n1)CC(c1ccc(C)cc1)CC2=O (stereo not given) | -13.2% | ? | ?
CCc1nn(CCCC(=O)NCc2ccc(C)cc2)c(=O)c2cc3occc3n12 | -4.6%&-6.0% | ? | ?
Cc1cc(C)cc(OCC(=O)NNC(=O)c2ccoc2C)c1 | 0.2% | 2.1% | -0.6%
COCCN(Cc1ccc(C)c(Br)c1)C(=O)Cn1cnc(S(=O)(=O)N2CCCC2)c1 | -28.6% | ? | ?
CCC(CC)Nc1ccc(C(CC(N)=O)NC(=O)c2ccccc2)cc1[N+](=O)[O-] (stereo not given) | 1.8% | 16.4µM* | 14.6µM*
Cc1cccc(NC(=O)c2sc3nc(-c4cc5ccc(O)cc5oc4=O)[nH]c(=O)c3c2C)c1 | -3.7% | 20.6µM* | 20.6µM*
CCOC(=O)CC1=C(C(=O)OCC)C(c2cccnc2)C(C#N)=C(N)O1 (stereo not given) | -10.2% | -0.6% | 0.8%
OCc1nc2c(ccc3ccccc32)[nH]1 | -5.9% | -14.1% | 6.1%
COC(=O)c1ccc(C(=O)OC)c(NC(=O)c2cnc3n(c2=O)CCS3)c1 | 1.6% | 5.4% | -16.6%
COc1ccccc1/C=C/C=N/NC(=O)CC1C(=O)NN=C1C (stereo not given) | -19.5% | -2.0% | 0.2%
COc1ccc(CCC(=O)NC2CC(=O)N(c3ccc(C)cc3)C2)cc1 (stereo not given) | -0.6% | 1.4% | 5.2%
O=C(COC(=O)c1cccnc1Cl)NCCc1ccc(F)cc1 | 3.1% | -0.5% | 4.4%
CSc1ncc(CN2CCN(C3CCCCC3)C(CCO)C2)cn1 (stereo not given) | 14.1µM* | ? | 12.0%

Single records, from the list above.
CCC(CC)Nc1ccc(C(CC(N)=O)NC(=O)c2ccccc2)cc1[N+](=O)[O-] (stereo not given) in the list: GCN5L2 inh = 1.8%; DT40 TDP1 CPT = 16.4µM*; TDP1 cell noCPT = 14.6µM*
COc1ccccc1/C=C/C=N/NC(=O)CC1C(=O)NN=C1C (stereo not given) in the list: GCN5L2 inh = -19.5%; DT40 TDP1 CPT = -2.0%; TDP1 cell noCPT = 0.2%
